High-throughput results: PubChem, Vanderbilt High Throughput Screening Facility
Cav3 T inh: Cav3.2 calcium influx blockers – cell-based, Fluo-4 calcium fluorescence, FDSS, MLSMR library, primary screen | Voltage-dependent T-type calcium channel subunit alpha-1H (Homo sapiens), O95180 | Cav3.2-expressing cells; hits give low values | B-score at 10 µM | hit rate 4% among 100,000 | AID 449739, 2010;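 active = single-dose well whose peak fluorescence ratio is a statistical outlier from its plate by either plate-standardised score or position-corrected B-score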
Starred values were filed as active, the others as inactive. These rows are one share of the data. The share of hits here may be higher or lower than overall.

A first look, 3 compounds:
SMILES	Cav3 T inh
Fc1ccc(C2NC(=S)NC3=C2N2CCC3CC2)cc1 (stereo unspecified)	-1.5
N#C/C(=C\c1c(N2CCC(C(N)=O)CC2)nc2ccccn2c1=O)S(=O)(=O)c1ccccc1	0.67
O=C(CC1Oc2ccccc2NC1=O)NCCCN1CCOCC1 (stereo unspecified)	-0.023

All compounds of this part, from the start:
SMILES	Cav3 T inh
Fc1ccc(C2NC(=S)NC3=C2N2CCC3CC2)cc1 (stereo unspecified)	-1.5
N#C/C(=C\c1c(N2CCC(C(N)=O)CC2)nc2ccccn2c1=O)S(=O)(=O)c1ccccc1	0.67
O=C(CC1Oc2ccccc2NC1=O)NCCCN1CCOCC1 (stereo unspecified)	-0.023
COc1ccc(CC(=O)NC(C)(C)C)cc1S(=O)(=O)N1CCOCC1	0.56
CCn1c(SCC(=O)NC(=O)NCc2ccco2)nnc1-c1cccs1	0.44
CC(C)(C)C(=O)CN1CCN(C2c3ccccc3-c3ccccc32)CC1	-0.33
Cc1oc2cc(O)ccc2c(=O)c1Oc1ccccc1	0.79
COC(=O)c1cccc(COC(=O)c2ccc(CS(=O)(=O)c3ccc(C)cc3)cc2)c1	0.029
O=C(NCC(c1cccnc1)N1CCN(c2ccccc2)CC1)c1ccco1 (stereo unspecified)	-0.019
O=C(O)CCCNS(=O)(=O)c1ccc(NCc2ccccc2)c(C(=O)O)c1	-0.29
CC(C)OC(=O)CSc1nnc(CNc2ccc(Cl)cc2)n1Cc1ccccc1	-6.7*
Cc1cc(NC(=O)c2ccc(S(=O)(=O)Nc3ccccc3)cc2)no1	-0.21
Cc1cc(NC(=O)COC(=O)C2CCN(C(=O)c3ccc(Cl)cc3)CC2)no1	0.39
CCc1nnc(SCC(=O)Nc2ccc3c(c2)OCO3)o1	-0.19
Cc1ccc(S(=O)(=O)NCCSc2nnnn2-c2ccccc2)cc1	-2.6
c1csc(-c2nc(-c3ccncc3)no2)c1	0.2
O=C(CN1CCN(CCO)CC1)Nc1ccccc1	-0.32
COc1ccc(Cn2c(C)nc3oc4cc(OC)ccc4c(=O)c3c2=O)cc1	1.5
O=C(CSCCO)Nc1ccc(C23CC4CC(CC(C4)C2)C3)cc1	0.064
COc1ccc(N2C(=O)CC(N3CCOCC3)C2=O)cc1 (stereo unspecified)	0.56
COc1ccc(C2C(C#N)=C(/N=C/N3CCN(C)CC3)OC3=C2C(=O)CC(C)(C)C3)cc1 (stereo unspecified)	0.07
O=C(NC1CCCCC1)C(c1cccs1)N(C(=O)C(F)(F)F)c1ccccc1 (stereo unspecified)	0.23
Cc1nc2sc(C(c3ccc(Br)cc3)N3CC(C)OC(C)C3)c(O)n2n1 (stereo unspecified)	0.21
Cc1ccc(NC2=CC(=O)CC(C)(C)C2)cc1C	0.92
CCSc1nnc(NC(=O)CSc2nnc(-c3c[nH]c4ccccc34)n2CC)s1	1.3

Cav3 T inh: entries above that show a hit
SMILES	Cav3 T inh
CC(C)OC(=O)CSc1nnc(CNc2ccc(Cl)cc2)n1Cc1ccccc1	-6.7*

Next part:
SMILES	Cav3 T inh
CCOc1ccccc1C1CC(=O)NC(SCC(=O)Nc2nccs2)=C1C#N (stereo unspecified)	-2.4
O=C1C2C3C=CC([C@@H]2C(=O)N1C1CC1)[C@H]1C(=O)N(C2CC2)C(=O)C31 (stereo partly specified)	-0.041
CCCCS(=O)CC(COc1ccc(Cl)cc1)OC(=O)c1ccccc1 (stereo unspecified)	-3.5
COC(=O)c1cc(OC)c(OC)cc1NC(=O)c1ccc(C)cc1	-1.7
CCCCOC(=O)CCn1[nH]c(=O)c2ccccc2c1=O	0.84
Cc1ccc(-c2nnc(-c3ccc(Br)cc3)o2)o1	-1.1
CC(C)NC(=O)c1ccc(COCC(F)(F)F)cc1	0.62
CCN(C(=O)c1cnc(N2CCN(c3ncccn3)CC2)c2ccccc12)c1cccc(Cl)c1	-6.6*
COc1ccccc1N1CCN(C(c2cc3ccc(C)cc3[nH]c2=O)c2nnnn2C2CCCC2)CC1 (stereo unspecified)	-2.3
O=C1CC(Sc2ncccn2)C(=O)N1c1ccccc1C(F)(F)F (stereo unspecified)	0.76
CC(C)CCNC(=O)c1onc(CSc2ccccc2)c1C(=O)NCCC(C)C	-2.5
CCOC(=O)c1cnc(-n2nc(C)cc2C)nc1N(C)C	-0.12
Cc1noc(C)c1S(=O)(=O)NCCc1ccc(S(N)(=O)=O)cc1	0.61
CC1(C)SCC(C(=O)O)N1C=O (stereo unspecified)	-0.38
O=C(C1CC1)N1CCCN(C(=O)C2CC2)CC1	0.3
Cc1ccc(N2C(N)=C(C#N)C(c3cccs3)C3=C2CC(C)(C)CC3=O)cc1 (stereo unspecified)	0.85
CC(=O)NCC(=O)NC1(C(=O)NC2CCCC2)CCCCC1	-0.23
O=C1CCC(N2C(=O)c3ccccc3C2=O)C(=O)N1 (stereo unspecified)	0.89
COc1ccccc1CN=C1NC(=O)C(CC(=O)Nc2ccc(OC)c(OC)c2)S1 (stereo unspecified)	0.37
C=C(C)COc1ccc(-c2ncncc2Oc2ccc(OC)cc2)c(O)c1	-0.07
CCc1ccc(OCc2nnc(SCCN3CCOCC3)n2C)cc1	1.1
CCC(=NCc1ccccc1)c1c(C(F)(F)F)[nH]n(-c2nc3ccccc3s2)c1=O	-0.39
Cc1nc(SCC(=O)Nc2ccc3c(c2)OCCO3)c2oc3ccccc3c2n1	-0.48
COc1ccc(OC)c(-n2c(O)cnc2Nc2nc(C)cc(C)n2)c1	0.019
Cc1cc(=O)oc2cc(OCC(O)CN3CCN(c4ccc(F)cc4)CC3)ccc12 (stereo unspecified)	-0.4
Additional records:
SMILES	Cav3 T inh
Cc1ccc(NC(=O)CN2CCN(c3ccccn3)CC2)c(Cl)c1	0.9
C=CCC1c2cccc(C(=O)O)c2C(=O)N1c1ccc(Cl)cc1 (stereo unspecified)	0.67
COc1ccc(-n2c(Cc3cccn3C)nnc2SCC(=O)Nc2ccccc2)cc1	-13*
CC(C)OCCCNC(=O)C1CCN(S(=O)(=O)N2CCCCC2)CC1	1.2
CCOC(=O)c1oc2ccc(S(=O)(=O)n3nc(-c4ccccc4)cc3N)cc2c1C	-0.55
N#CC1=C(N2CCCCC2)c2cc3c(n2C1=O)CCCC3	-0.93
CCc1nnc(NC(=O)c2c(OC)cccc2OC)s1	0.82
CC(=O)NC(Cc1c[nH]c2ccccc12)C(=O)NCc1ccc2c(c1)OCO2 (stereo unspecified)	0.18
CCOC(=O)c1cccc2c1-c1ccccc1/C2=N/O	-0.81
CCOc1cc(N2CCOCC2)c(OCC)cc1NC(=O)COc1cccc2cccnc12	0.72
Cc1ccccc1-n1c(Cn2c(=O)sc3ccccc32)nnc1SCC(N)=O	-0.22
Cc1ccc(C(=O)/C=C/Nc2ccccc2C(N)=O)cc1	0.038
CCCC(=O)Nc1sc2c(c1C(=O)OC)C(C(=O)OC)CC2 (stereo unspecified)	0.41
O=C(O)C1CCCN1c1ncnc2ccccc12 (stereo unspecified)	0.07
CC(C)NC(=O)c1cc2cc(Br)ccc2oc1=O	0.99
O=C(CSc1nnc(Cn2nnc(-c3ccccc3)n2)n1-c1ccccc1)Nc1ccc(F)cc1	-1.7
Cc1ccc(S(=O)(=O)NCCNC(=O)N2CCOCC2)cc1	-1.1
CC(C)(C)OC(=O)NCCCC[C@H](NC(=O)c1[nH]cnc1C(=O)Nc1ccccc1)C(=O)OC(C)(C)C	-1.7
CCN(CCCNC(=O)c1[nH]c(C)c(C(C)=O)c1C)c1cccc(C)c1	-0.14
O=C(O)c1cccc(S(=O)(=O)N2CCOCC2)c1	-0.28
O=C(CSc1ccc(Cl)cc1)Nc1cccc(NC(=O)c2ccco2)c1	-3.2
C=CCNCc1cccn1-c1sc2c(c1C#N)CCCC2	-0.48
CC(C)c1ccc(NC(=S)NCc2cccs2)cc1	-6.3*
Cc1ccc2c(c1)-c1c(cnn1CC(=O)N1CCCN(Cc3ccccc3F)C1)CO2	-1.4
Cc1cc(N2C(=O)C(=O)/C(=C(/O)c3ccccc3)C2c2cccs2)no1 (stereo unspecified)	-0.79

Gathered by group, those above containing two or more sulfur atoms (seven)
SMILES	Cav3 T inh
CCn1c(SCC(=O)NC(=O)NCc2ccco2)nnc1-c1cccs1	0.44
Cc1ccc(S(=O)(=O)NCCSc2nnnn2-c2ccccc2)cc1	-2.6
CCSc1nnc(NC(=O)CSc2nnc(-c3c[nH]c4ccccc34)n2CC)s1	1.3
CCOc1ccccc1C1CC(=O)NC(SCC(=O)Nc2nccs2)=C1C#N (stereo unspecified)	-2.4
Cc1noc(C)c1S(=O)(=O)NCCc1ccc(S(N)(=O)=O)cc1	0.61
Cc1ccccc1-n1c(Cn2c(=O)sc3ccccc32)nnc1SCC(N)=O	-0.22
CC(C)c1ccc(NC(=S)NCc2cccs2)cc1	-6.3*

Returning to the listing with the 4 entries that preceded the break.
SMILES	Cav3 T inh
C=CCNCc1cccn1-c1sc2c(c1C#N)CCCC2	-0.48
CC(C)c1ccc(NC(=S)NCc2cccs2)cc1	-6.3*
Cc1ccc2c(c1)-c1c(cnn1CC(=O)N1CCCN(Cc3ccccc3F)C1)CO2	-1.4
Cc1cc(N2C(=O)C(=O)/C(=C(/O)c3ccccc3)C2c2cccs2)no1 (stereo unspecified)	-0.79
O=C(CSc1nnc(-c2ccco2)o1)N1CCOCC1	-0.62
O=C(NN1CCOCC1)c1cc(-c2cccc(Cl)c2)nc2ccccc12	-0.03
CCOc1ccc(C(=S)NC2CCCCC2)cc1OC	1.2
CC1(C)CC(=O)N(CC(=O)NC2CCCC2)c2ccccc2S1(=O)=O	0.4
C=CCN1C(=O)CN=C1Nc1ccc(OC)cc1OC	1.1
COC(=O)c1cccc(NC(=O)NC23CC4CC(CC(C4)C2)C3)c1	-0.35
COC(=O)CCCC1=CC2=C(c3ccccc3)C(=O)C(C)(OC(=O)C3CCCC3)C(=O)C2=CN1c1ccc(OC)cc1 (stereo unspecified)	0.0054
CCCn1cc(SCC(=O)NCc2ccc3c(c2)OCO3)c2ccccc21	-2.3
Cc1nc2c(=O)oc3ccccc3c2n1-c1ccccc1	0.72
CCCCC1(C)Nc2ccccc2-c2nc3ccccc3n21 (stereo unspecified)	-4.9*
Cc1nn2c(c1-c1ccccc1)NC1=C(C(=O)CCC1)C2c1ccccc1 (stereo unspecified)	0.77
COc1ccc(CN(C(=O)Cc2cccs2)C(C(=O)NC2CCCC2)c2ccncc2)cc1 (stereo unspecified)	-3.3
Cc1cc(C)cc(NC(=O)C2CCN(c3nc(C)cc(C)n3)CC2)c1	-0.24
Cc1ccc(C2NC(=O)NC(O)(C(F)(F)F)C2C(=O)c2ccccc2)o1 (stereo unspecified)	1.1
COC(=O)c1c(NC(=O)CCCC(=O)O)sc(C)c1C	1.1
CCCCN1CC(O)=C(c2nc3ccccc3s2)C1=N	0.35
CC(C)(C)c1ccc(S(=O)(=O)n2c(CN3CCOCC3)nc3ccccc32)cc1	-0.88
CC(=O)c1ccc(N2C(=O)C3C(C2=O)C(C(=O)c2ccc(Cl)cc2)N2CCCC32)cc1 (stereo unspecified)	-3.3
Cc1ccc2nc(-c3cccc(NC(=O)c4ccc5c(c4)OCCO5)c3)oc2c1	-0.4
COC(=O)CCC(=O)OC1(C)C(=O)C2=CN(Cc3ccc(OC)cc3)C(c3ccc(OC)cc3)=CC2=C(Br)C1=O (stereo unspecified)	-0.58
Cc1cccc(-c2ccc(C=Nc3c(C)n(C)n(-c4ccccc4)c3=O)o2)c1	-0.00043
O=C(NC1CC1)C1=C[C@@H](c2ccc3c(c2)OCO3)C[C@@H](OCCCCO)O1	0.46
COc1ccc(C2=NOC(C(=O)Nc3cccnc3)C2)cc1 (stereo unspecified)	1
COc1cccc(C(c2sc3nc(C)nn3c2O)N2CCN(c3ccccc3F)CC2)c1 (stereo unspecified)	-2.1
COc1ccc(NS(=O)(=O)c2cccc3nsnc23)cc1OC	0.2
Other results:
SMILES	Cav3 T inh
O=C(CCSc1ccccc1)Nc1ncccn1	0.66
COC(=O)c1ccccc1NC(=O)C1CC(c2ccccc2O)=NO1 (stereo unspecified)	0.083
C#CCOCCOCCOCCNc1nc(N2CCOCC2)nc(N2CCN(C(=O)Cn3cc(CC(C)O)nn3)CC2)n1 (stereo unspecified)	0.022
COc1ccc(CCNC(=S)Nc2cc(C)ccc2C)cc1	-2.3
CCOc1ccc(N2C(=O)CC(NC3CCCCNC3=O)C2=O)cc1 (stereo unspecified)	0.25
O=C1C=C(c2ccccc2)CC(c2cccs2)C1n1cnc([N+](=O)[O-])c1 (stereo unspecified)	-0.12
Cc1ccc(N2CN=c3s/c(=C\c4ccccn4)c(=O)n3C2)cc1	-0.47
COc1ccccc1CCNC(=O)CCn1c(=O)oc2ccccc21	0.14
CC(=O)Nc1ccc2nc(SCC(=O)O)sc2c1	0.39
COc1ccccc1C/C(N)=N/OC(=O)COc1cccc2ccccc12	-1.2
C/C(=C\C(=O)c1ccncc1)Nc1ccccc1O	-5.7*
O=C(/C=N/O)NCC1CCNCC1	-0.19
Cc1ccc(Cn2nnc3c(=O)[nH]c(C4CCCN(C(=O)Nc5ccc(F)cc5F)C4)nc32)cc1 (stereo unspecified)	-0.84
Cn1c(SCC(=O)Nc2nc3c(s2)CCCC3)nnc1-c1ccccc1	-6.1*
CCOC(=O)c1c(NC(=O)CSc2n[nH]c(N)n2)sc(CC)c1C	-3.4
O=C1CSC(c2ccccn2)N1c1ccc(Cl)c(Cl)c1 (stereo unspecified)	0.56
Brc1ccc(OCc2ccccc2)c(CNCc2ccncc2)c1	0.17
CC1OC(Nc2ccc(OC(F)(F)F)cc2)C(O)C(O)C1O (stereo unspecified)	0.56
Cc1ccc(C(=O)NCC2CCCO2)cc1N1CCCC1=O (stereo unspecified)	-1
CCCn1c(N2CCN(CC(=O)Nc3ccc4c(c3)OCCO4)CC2)nc2ccccc21	-4.5*
Cc1nc2ccccc2c2oc(C(=O)N3CCc4ccccc4C3)cc12	1.1
CCN(C(=O)c1cc2ccccc2oc1=O)c1ccccc1	0.39
NC(=O)CC(NC(=O)Cc1cccc2ccccc12)c1ccc(NCCOc2ccccc2)c([N+](=O)[O-])c1 (stereo unspecified)	0.45
O=C(O)CSC1CC(=O)N(c2ccc(Cl)c(Cl)c2)C1=O (stereo unspecified)	0.12
C/C(N)=C(/C#N)C(=O)COC(=O)CSc1ccccc1	-0.18
